# NR3A LBD binder: modulators (binders) of human NR3A ligand-binding domain. NR3A LBD differential scanning fluorimetry, Tm shift; 0% = protein alone, 100% = glycine-bound protein. Tm shift relative to glycine control, % at 25 µM. 340,000 compounds, 2.5% hits;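 active = melting temperature shift of at least 10% of the positive control shift, at one fixed dose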
# XBP1 UPR activ: adaptive UPR (XBP1) activation | CHO-XBP1 luciferase reporter, IRE1-XBP1 UPR activation, luminescence; percent of tunicamycin response, DMSO as zero | activation, % at 20 µM | 330,000 compounds, 0.33% hits;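 active = versus positive control, 20 µM dose yields 30% or more activation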;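 note: 100% = tunicamycin at 10 µg/mL and 0% = DMSO only wells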
#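 Material: CHO-XBP1 cells stably carrying IRE1-XBP1-driven luciferase reporter / Amount: 1000 cells per well / Compound: 20 µM, 1% DMSO / Times: 6 h treatment, 37 °C / Detection: luciferase luminescence / Measure: % activation of reporter signal versus tunicamycin and DMSO controls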
# TIM10 inh: TIM10 yeast growth inhibition. S. cerevisiae TIM10 strain growth, BacTiter-Glo luminescence, 24 h. inhibition, % at 10 µM. 330,000 compounds, 1.4% hits. AID 463195;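 active = inhibition of 40% or more at the single tested concentration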;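 note: wild-type TIM10 isogenic control strain grown at permissive 25 °C; 0% = DMSO yeast wells and 100% = minimal medium wells without yeast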
# Mdm2 MdmX PPI: inhibitors of human Mdm2/MdmX interaction | O15151+Q00987 | SaOS-2 split-luciferase Mdm2/MdmX complementation, luminescence | inhibition, % at 8 µM | 330,000 compounds, 3% hits;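 active = inhibition of at least 50% at 8 µM in the primary screen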
# Target sequence (O15151 whole entry, looked up): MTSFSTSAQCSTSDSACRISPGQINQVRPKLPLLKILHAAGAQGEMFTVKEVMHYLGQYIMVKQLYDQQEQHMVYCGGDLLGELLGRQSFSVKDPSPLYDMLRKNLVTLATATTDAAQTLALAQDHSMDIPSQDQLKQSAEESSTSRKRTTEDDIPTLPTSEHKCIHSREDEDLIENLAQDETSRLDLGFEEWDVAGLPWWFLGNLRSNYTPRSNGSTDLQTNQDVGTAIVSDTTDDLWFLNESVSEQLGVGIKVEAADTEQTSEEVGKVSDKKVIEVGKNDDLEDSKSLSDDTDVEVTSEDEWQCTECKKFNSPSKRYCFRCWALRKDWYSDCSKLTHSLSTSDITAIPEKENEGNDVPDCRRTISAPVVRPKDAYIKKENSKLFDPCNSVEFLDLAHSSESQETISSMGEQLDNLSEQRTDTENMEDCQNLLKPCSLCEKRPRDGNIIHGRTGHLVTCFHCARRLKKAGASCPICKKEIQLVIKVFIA
# Target sequence (Q00987 whole entry, looked up): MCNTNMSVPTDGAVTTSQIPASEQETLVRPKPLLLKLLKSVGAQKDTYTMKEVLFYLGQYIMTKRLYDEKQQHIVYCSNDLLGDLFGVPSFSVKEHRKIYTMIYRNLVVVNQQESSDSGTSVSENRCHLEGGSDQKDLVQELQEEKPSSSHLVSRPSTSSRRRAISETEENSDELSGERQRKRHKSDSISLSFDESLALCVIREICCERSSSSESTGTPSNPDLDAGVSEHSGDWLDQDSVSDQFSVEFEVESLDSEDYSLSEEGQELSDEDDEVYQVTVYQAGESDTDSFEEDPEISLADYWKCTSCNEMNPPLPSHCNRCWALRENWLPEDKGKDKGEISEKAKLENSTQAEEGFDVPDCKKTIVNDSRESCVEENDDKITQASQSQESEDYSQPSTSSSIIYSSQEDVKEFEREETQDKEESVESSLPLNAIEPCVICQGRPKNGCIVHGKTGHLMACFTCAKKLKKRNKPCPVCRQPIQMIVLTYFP
# tim23-1 inh: growth inhibitors of tim23-1 mutant yeast; S. cerevisiae tim23-1 growth, BacTiter-Glo luminescence, 24 h; 330,000 compounds, 1.3% hits; AID 463212; inhibition, % at 20 µM;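 active = growth inhibition of the mutant yeast at or above 50%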;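 note: temperature-sensitive mutant grown at 25 °C; plate controls were DMSO-treated mutant yeast for no effect and medium wells lacking yeast for full effect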
# UPR CHOP act: apoptotic UPR (CHOP) activation | CHO-CHOP luciferase reporter, luminescence; percent of tunicamycin response over DMSO baseline | activation, % at 10 µM | 330,000 compounds, 0.34% hits | AID 449763;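 active = at 10 µM dose, activation of 40% or more, normalized to positive control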;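 note: 100% = tunicamycin at 10 µg/mL and 0% = DMSO alone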
#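 Material: CHO-CHOP cells, stable luciferase reporter of PERK-eIF2a-CHOP signalling; quantity: 500 reporter cells seeded per well; buffer or medium: F12 medium containing 10% fetal bovine serum; compound: one dose, 10 µM in 0.5% DMSO; incubation: 6 h compound treatment, 37 °C; measured by: Steady-Glo luciferase luminescence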
# NLRP3 yeast inh: blocks the NALP3 inflammasome reconstituted in yeast; 330,000 compounds, 0.39% hits; inhibition, % at 10 µM; Yeast reconstituted NLRP3/ASC/caspase-1, beta-gal luminescence, 24 h;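 active = inhibition of 50% or more; inactive = inhibition below 50%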;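 note: plate controls were induced DMSO wells for no effect and uninduced yeast grown without galactose for full effect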
# tim10-1 inh: inhibits growth of tim10-1 mutant yeast; 330,000 compounds, 2.2% hits; AID 463190; inhibition, % at 20 µM; S. cerevisiae tim10-1 ts strain growth, BacTiter-Glo, 24 h;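 active = inhibition of at least 40%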;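 note: mutant grown at 25 °C; 0% = DMSO wells with yeast and 100% = wells holding no yeast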
# APJ ag: agonists of human APJ apelin receptor. AID 2520. 330,000 compounds, 0.11% hits. CHO-K1 APJ PathHunter beta-arrestin, luminescence; 0% DMSO wells, 100% apelin. P35414. activation, % at 20 µM;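 active = activation more than six SD over the plate average, tested at 20 µM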;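 note: 0% = DMSO alone and 100% = apelin-13 at 10 nM; some results filed as inactive read as strong as hits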
#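 Test system: CHO-K1 APJ beta-arrestin complementation cell line | Compound: Single test compound dose, 20 µM final, 1% DMSO | Incubation: Compound 90 min 25 °C, reagent 1 h | Measured by: beta-gal luminescence | Read-out basis: APJ–arrestin association signal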
# * marks the source's active call; other numbers are inactive results; . = no result given.
# Every second line gives: NR3A LBD binder	XBP1 UPR activ	TIM10 inh	Mdm2 MdmX PPI	tim23-1 inh	UPR CHOP act	NLRP3 yeast inh	tim10-1 inh	APJ ag
> Cc1ccc2[nH]c3c(c2c1)CN(C(C)C)CC3
  -3	1	8	-1	10	0.8	18	11	-5
> N=c1c(C(=O)NC2CCCCC2)cc2c(=O)n3ccccc3nc2n1CCc1ccccc1
  1	10	-10	94*	-9	6.7	27	-34	20*
> O=C(NCCN1CCOCC1)/C(=C/c1ccc(F)cc1)NC(=O)c1ccccc1
  0	1	-9	-7	9	0.1	9	-13	-1
> O=C(OCc1c(-c2ccccc2)ncc2ccccc12)c1cccc(Br)c1
  -3	0	-60	38	-13	1.8	26	-57	-3
> CCOC(=O)C1=NNC2(CC(=O)N(c3cccc(C)c3)C2=O)C1 (stereo unspecified)
  -1	0	24	-1	9	-0.8	16	-15	-2
> CCCCc1ccc(/C=C2\C(=O)c3ccccc3C(O)=C2C(=O)OCC)cc1
  .	10	47*	34	50*	11	34	64*	6
> CC(=O)Nc1ccc(CN2CCN(C3CCCCC3)C(CCO)C2)cc1 (stereo unspecified)
  0	-4	10	-9	5	0.0	1	13	-1
> O=C(O)/C(=C\c1cccs1)Sc1nnc(-c2ccc(F)cc2)o1
  0	-3	-32	0	-8	0.6	2	7	0
> S=c1[nH]nc(-c2ccccc2)n1C1C=CCCC1 (stereo unspecified)
  -1	0	18	-10	35	1.3	-7	38	0
> N#C/C(=C\c1c(N2CCC(C(N)=O)CC2)nc2ccccn2c1=O)S(=O)(=O)c1ccc(Cl)cc1
  0	0	-9	10	4	0.3	25	-5	2
> Cc1sc[n+](CC(=O)c2ccc(Br)cc2)c1C
  3	-2	13	9	15	2.3	13	19	1
> CC(C)Oc1ccc(S(=O)(=O)N2CCOCC2)cc1NC(=O)C1CCCC1
  3	-1	3	-52	16	-0.1	-1	3	-2
> Cc1cccc(CN2C[C@]34CC[C@@H](C[C@@H]3S2(=O)=O)O4)c1
  0	-1	12	-18	7	-0.3	4	8	-1
> CNCc1ccccc1OCc1ccc(F)cc1
  -2	-1	-9	-9	4	-0.7	1	-3	-1
> Cc1ccc(S(=O)(=O)N2CCOCC2)cc1C(=O)N1C(=O)c2cccc(N)c2C1=O
  -4	-1	7	-18	20	-0.9	4	15	1
> COc1ccc(CNC(=O)C(=O)NCC2CCCN2S(=O)(=O)c2ccccc2)cc1 (stereo unspecified)
  -1	-2	9	10	22	3.2	9	16	-2
> CCCCOC(=O)/C(=C/C=C/c1ccccc1)NC(=O)c1ccccc1
  -6	0	32	17	30	2.2	9	38	-3
> CCOc1ccc(S(=O)(=O)N2CCN(Cc3ccccc3)CC2)c2cccnc12
  0	-1	23	23	35	-1.2	6	31	7
> CCOC(=O)Nc1ccc2c(c1)N(C(=O)CCN1CCOCC1)c1ccccc1S2=O (stereo unspecified)
  1	-1	36	44	29	1.2	0	39	-3
> CN(C)CCC(O)(c1ccccc1)c1ccccc1
  -2	-1	0	12	-16	-0.1	0	-9	-4
> Cc1ccc(CSc2nnc(Nc3ccc(C)cc3)s2)cc1
  -3	-2	1	20	6	-2.7	-4	15	-1
> COc1ccccc1-n1nnnc1SCC(=O)Nc1cc(C)on1
  -9	0	1	22	9	-3.6	11	1	-3
> Cc1ccc(S(=O)(=O)N/N=C\C=C\c2ccccc2)cc1
  -32	-1	9	4	25	0.6	3	13	2
> CCC(CC)c1nnc(NC(=O)[C@@H](NC(=O)c2cccc(C)c2)C(C)C)s1
  1	0	9	16	-2	-2.8	0	5	-3
> Nc1ccccc1NC(=O)CCn1c(=S)[nH]c2ccccc2c1=O
  -1	-2	6	10	11	1.0	0	17	-3
> Cc1ccccc1OCCSc1nnc(-c2cccnc2)n1N
  -1	1	10	25	2	-0.7	-9	6	-4
> Cc1ccc(C(=O)NNC(=O)C2CCN(c3ncccn3)CC2)cc1
  -1	-3	-8	9	8	0.0	12	15	1
> O=C(Cn1nnc(-c2ccc(F)cc2)n1)OCC(=O)c1ccccc1
  -6	-7	15	13	12	-0.5	17	11	-3
> Cn1c(C(O)C(O)c2ccccc2)nc2ccccc21 (stereo unspecified)
  -3	1	-10	5	3	-0.9	-2	-3	-3
> COc1cccc(NC(=O)C2(S(=O)(=O)c3ccc(Cl)cc3)CC2)c1
  0	-1	9	-6	12	-1.4	12	15	-2

# Another view of some results above.
Structure	NR3A LBD binder	XBP1 UPR activ	TIM10 inh	Mdm2 MdmX PPI	tim23-1 inh	UPR CHOP act	NLRP3 yeast inh	tim10-1 inh	APJ ag
O=C(OCc1c(-c2ccccc2)ncc2ccccc12)c1cccc(Br)c1	-3	0	-60	38	-13	1.8	26	-57	-3
CCOC(=O)C1=NNC2(CC(=O)N(c3cccc(C)c3)C2=O)C1 (stereo unspecified)	-1	0	24	-1	9	-0.8	16	-15	-2

# Remaining list, next part:
# Every second line gives: NR3A LBD binder	XBP1 UPR activ	TIM10 inh	Mdm2 MdmX PPI	tim23-1 inh	UPR CHOP act	NLRP3 yeast inh	tim10-1 inh	APJ ag
> O=C(CN1C(=O)/C(=C\c2ccc(F)cc2)Oc2ccccc21)NCc1ccco1
  1	1	-4	2	-4	0.7	17	15	0
> CC(=O)Nc1cccc(-c2nc3ccc(NC(C)=O)cc3[nH]2)c1
  -6	0	-3	20	-1	-1.0	0	4	-2
> Cc1ncc(CN2CCCC(C(=O)Nc3ccc(-c4cccc(F)c4)cc3)C2)n1C (stereo unspecified)
  -6	-2	-86	49	-41	1.7	13	-23	10
> CCCCN1C(=O)NC(c2cccc([N+](=O)[O-])c2)C(C(=O)OCC)=C1C (stereo unspecified)
  -1	0	3	-5	6	-0.2	6	17	7
> CCc1cc(C(=O)N(CC)CC(=O)Nc2ccc(OC)cc2)sc1C
  -2	-2	-6	-35	24	-1.1	10	23	-3
> CCOc1ccc2cc(/C=C/C(=O)c3ccco3)c(Cl)nc2c1
  -4	1	42*	8	49	8.4	33	49*	0
> CC1(C)Cc2nc(Cl)c(C(=O)O)cc2CO1
  0	-1	-2	-14	1	-0.9	-13	3	-1
> CCc1cc(CC)c(/C=N/NC(N)=O)c(CC)c1/C=N/NC(N)=O
  -3	-1	12	-1	-2	-2.0	15	4	-2
> Nn1c(SCC(=O)Nc2ccc(F)cc2)nnc1C1CCCCC1
  -2	-1	4	11	-7	-1.0	-14	10	-4
> O=C(CCN1C(=O)/C(=C/c2ccccc2)SC1=S)NCCCN1CCOCC1
  -3	-4	7	-11	5	1.6	17	9	2
> CC(=O)OCC(=O)Nc1cc(S(=O)(=O)N2CCCCCC2)ccc1Cl
  2	-1	-12	6	2	0.0	-1	-4	-5
> CN(C(=O)c1ccccc1OCc1ccc(Cl)cc1)c1ccccc1
  -2	-10	25	12	41	1.4	8	22	2
> CC(=O)Nc1ccc(-c2csc(N/N=C\c3ccncc3)n2)cc1
  15*	-1	28	15	7	1.5	-6	7	4
> CC(C)(NC(=O)NC(CO)c1ccccc1)c1cccc(C(C)(C)NC(=O)NC(CO)c2ccccc2)c1 (stereo unspecified)
  0	-3	8	3	3	-1.3	-8	-1	-5
> CSc1sc(-c2nnc(SCC(=O)Nc3ccccc3)n2C)c2c1C=CCC2
  1	-4	25	0	20	1.0	-2	16	0
> COc1cccc(C2C(C(C)=O)=C(C)Nc3ncnn32)c1 (stereo unspecified)
  -1	-1	1	29	4	-2.9	13	-7	-2
> O=[N+]([O-])c1ccccc1S(=O)(=O)Oc1ccc(/C=N/n2cnnc2)cc1
  -1	-4	7	-4	12	-1.8	-6	15	8
> CC(SCc1ccc(C(=O)O)o1)c1ccc(C(=O)O)o1 (stereo unspecified)
  0	-5	-3	-18	12	-1.1	16	-2	-1
> Cc1ccc(C)n1-c1ccc(N2CCOCC2)nc1
  -1	-3	-16	7	24	0.0	5	1	-2
> CN1CCCN(C(=O)CNC(=O)c2ccccc2F)CC1
  -2	-2	-3	0	-1	0.7	2	-2	-2
> COc1ccccc1CNc1ccc(C(=O)O)cc1
  -1	-1	7	-2	2	0.9	7	9	1
> COc1ccccc1N1CCN(C2CCCN(C(=O)c3cccc(-c4ccco4)c3)C2)CC1 (stereo unspecified)
  -2	-1	-13	30	-21	-0.3	10	-3	-6
> O=C(NC12CC3CC(CC(C3)C1)C2)C1=COCCO1
  0	-1	-5	13	23	-1.0	6	14	0
> Cc1c(Br)c(C(F)(F)F)nn1CC(=O)N1CCCC1
  1	1	-4	-9	11	-1.3	3	15	2
> CN1CCN(C(=O)c2cn(C)c3ccc(S(=O)(=O)N(C)C4CCCCC4)cc3c2=O)CC1
  -3	-4	2	6	-13	-0.5	5	-2	-3
> CCN1CCC(NC(=O)Nc2ccc(F)cc2)CC1
  2	-1	-1	11	-1	1.2	19	6	-3
> CC(=O)N[C@H]1[C@H](OCc2ccccc2F)O[C@H](COC(C)=O)[C@@H](OC(C)=O)[C@@H]1OC(C)=O
  0	-1	-5	18	-11	8.4	-2	-5	-5
> CN1CCN(c2c([N+](=O)[O-])cnc3ccccc23)CC1
  2	0	0	22	6	-0.6	2	-11	-2
> COc1ccc(C(=O)Cn2cc([N+](=O)[O-])nc2C)cc1
  -1	-6	-308	5	-4	-1.6	16	-320	-2
> O=S(=O)(c1ccccc1)c1nc(-c2ccccc2)oc1N1CCOCC1
  0	0	19	20	35	-3.2	2	20	-2
> O=C(NC(=S)Nc1ccccc1N1CCOCC1)c1cccc([N+](=O)[O-])c1
  -5	-2	44*	14	41	1.7	16	44*	-8
> CCOc1ccc(NC(=O)NCCCSC2CCCCC2)cc1
  -28	-1	2	9	22	-1.1	13	17	-5
> CC1CCN(CC(=O)Nc2nn(-c3ccccc3)nc2C(N)=O)CC1
  -1	-5	5	9	1	0.0	-5	22	-3
> Cc1nc2sccn2c(=O)c1S(=O)(=O)Nc1cccc(Cl)c1C
  0	-1	18	-1	28	0.5	3	26	7
> CC(=O)N1c2ccccc2C2(C)C(C1(C)C)C2(Cl)Cl (stereo unspecified)
  -3	1	15	-10	17	0.7	-5	19	-3
> COc1ccc(-n2c(Cc3cccn3C)nnc2SCC(=O)Nc2ccc(C)c(Cl)c2)cc1
  -8	-2	3	18	28	-0.1	22	31	-4
> COc1cc(/C=C2/C(=N)N3C=CSC3=NC2=O)ccc1OCCCOc1c(C)cccc1C
  -9	-1	5	-1	13	-0.1	25	2	-5
> COc1ccc(OC)c(N(CC(=O)NC2CC3CCC2C3)S(=O)(=O)c2ccccc2)c1 (stereo unspecified)
  -2	-2	4	30	20	-1.3	12	27	-2

# One compound at a time, as listed above. Order of values: NR3A LBD binder | XBP1 UPR activ | TIM10 inh | Mdm2 MdmX PPI | tim23-1 inh | UPR CHOP act | NLRP3 yeast inh | tim10-1 inh | APJ ag
# `O=C(O)/C(=C\c1cccs1)Sc1nnc(-c2ccc(F)cc2)o1` in the list: 0 | -3 | -32 | 0 | -8 | 0.6 | 2 | 7 | 0
# `COc1cc(/C=C2/C(=N)N3C=CSC3=NC2=O)ccc1OCCCOc1c(C)cccc1C` in the list: -9 | -1 | 5 | -1 | 13 | -0.1 | 25 | 2 | -5
